Screening results deposited in PubChem BioAssay by several laboratories.
eIF4E 4G PPI: eIF4E–eIF4G protein interaction inhibitors, primary screen, biochemical, uHTS, TR-FRET, eIF4GI fragment. Eukaryotic translation initiation factor 4E (Mus musculus) + Eukaryotic translation …. AID 782, 2007. actives 0.37% (n = 220,000). inhibition, % at 21.7 µM. TR-FRET eIF4E-eIF4GI(517-606) binding, 2 h;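 note: 0% = full FRET control wells and 100% = background wells lacking eIF4GI fragment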
Thrombin inh: human alpha-thrombin inhibitors, primary screen, counter-screen for coagulation protease inhibitor project, biochemical, 1536-well, fluorogenic AMC substrate; Prothrombin (Homo sapiens), P00734; Boc-VPR-AMC fluorogenic substrate cleavage; inhibition, % at 5 µM; actives 0.26% (n = 220,000);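 active = inhibition at or above 40%; inactive = inhibition below 40%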;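 note: 0% = enzyme with no compound and 100% = wells without enzyme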
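Test system: human alpha-thrombin protein / Dosing: one concentration per compound, 5 µM, with 0.2% DMSO / Medium: pH 7.5 Tris-saline with Tween 20 / Benchmarks: no-compound enzyme wells and no-enzyme blanks / Read-out basis: percent inhibition of thrombin substrate cleavage / Timing: reaction at room temperature / Measured by: fluorescence, ex 355 nm, em 460 nm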
14-3-3 Bad PPI: inhibitors of 14-3-3 zeta/Bad binding, primary screen, biochemical, TR-FRET, bovine 14-3-3 zeta; actives 0.71% (n = 220,000); AID 781, 2007; TR-FRET 14-3-3zeta/Dy647-pBad peptide displacement, 1 h; inhibition, % at 21.7 µM;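 active = inhibition above about 70%, limit read from the data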;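 note: 0% = full 14-3-3 plus peptide FRET controls and 100% = background without 14-3-3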
Target sequence (P63103 whole entry, looked up): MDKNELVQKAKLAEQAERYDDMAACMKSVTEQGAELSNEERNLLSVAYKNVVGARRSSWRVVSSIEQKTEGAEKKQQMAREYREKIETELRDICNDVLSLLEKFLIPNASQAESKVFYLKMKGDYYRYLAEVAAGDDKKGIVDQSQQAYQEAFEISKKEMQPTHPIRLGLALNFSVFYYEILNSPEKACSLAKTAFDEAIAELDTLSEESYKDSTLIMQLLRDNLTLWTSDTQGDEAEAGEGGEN
Rad51 HR inh: human RAD51 strand exchange inhibitors, primary screen, biochemical, fluorescence; DNA repair protein RAD51 homolog 1 (Homo sapiens), Q06609; actives 0.085% (n = 200,000); hRad51 DNA strand exchange, fluorescence dequenching; inhibition, % at 10 µM;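 active = inhibition above 40% at the single screening dose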;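 note: 0% = DMSO control wells and 100% = blanks with heterologous ssDNA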
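Test system: preformed human Rad51 ssDNA filaments. Compound dosing: single dose, 10 µM final compound. Incubation: filaments 15 min 37 °C, then compound 30 min. Technique: FRET fluorescence dequenching, excitation 485 nm, emission 520 nm. Read-out basis: percent inhibition from fluorescence, normalised to plate control and blank means. Benchmarks: plate controls and plate blanks.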
EBV gp42 block: Epstein-Barr virus gp42 inhibitors, primary screen, biochemical, uHTS, fluorescence polarization | Glycoprotein 42 (Epstein-Barr virus (strain AG876)), Q1HVG2 | Fluorescence polarization binding assay, mP read-out | inhibition, % (tested at 21.74 µM) | actives 0.42% (n = 220,000) | AID 1085, 2008; in the data active = inhibition above about 50%
KCC2 mod: KCC2 cotransporter modulators, thallium flux, primary screen, cell-based, HEK293 KCC2, FluoZin-2 fluorescence, MLSMR. Solute carrier family 12 member 5 (Homo sapiens), Q9H2X9. KCC2 cells, thallium flux FluoZin-2 fluorescence. B-score of Tl+ flux slope (higher = more flux/activation; lower = inhibition) at 10 µM. actives 2.2% (n = 190,000). AID 1456, 2008;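 active = thallium flux slope and its plate-corrected score both differing from the plate sample mean at a set confidence after two filtering rounds, in either direction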;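 note: slope of fluorescence scaled to starting intensity during 10 to 20 s after thallium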
KLK5 inh: human KLK5 protease inhibitors, primary screen, biochemical, 1536-well. recombinant hK5, fluorogenic AMC substrate cleavage. inhibition, % at 5 µM. actives 0.59% (n = 210,000). AID 873, 2007;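 active = inhibition of 40% or more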;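 note: 0% = enzyme controls without compound and 100% = no-enzyme blanks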
Target sequence (Q9Y337 67-293 limits assumed): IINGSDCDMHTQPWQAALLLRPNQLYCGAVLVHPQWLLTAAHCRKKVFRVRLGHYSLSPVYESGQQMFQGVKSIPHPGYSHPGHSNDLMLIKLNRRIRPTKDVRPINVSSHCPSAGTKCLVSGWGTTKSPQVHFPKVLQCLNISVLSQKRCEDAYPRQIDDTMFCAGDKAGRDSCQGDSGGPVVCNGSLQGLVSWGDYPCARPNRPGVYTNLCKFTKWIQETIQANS
Furin inhibitor: human furin inhibitors, primary screen, biochemical, fluorescence intensity; P09958; purified furin, fluorogenic substrate cleavage; inhibition, % at 30 µM; actives 0.061% (n = 220,000); in the data active = inhibition above about 25%; note: inactives centre near -15
NCF1 inh: p47phox/p22phox peptide binding inhibitors, primary screen, biochemical, uHTS, NADPH oxidase regulatory subunit | actives 0.53% (n = 220,000) | inhibition, % at 24.7 µM | Neutrophil cytosol factor 1 (Homo sapiens), P14598 | fluorescence polarization, 2 h;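 note: 0% = p47phox with labelled peptide and 100% = labelled peptide alone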
Target sequence (P14598 whole entry, looked up): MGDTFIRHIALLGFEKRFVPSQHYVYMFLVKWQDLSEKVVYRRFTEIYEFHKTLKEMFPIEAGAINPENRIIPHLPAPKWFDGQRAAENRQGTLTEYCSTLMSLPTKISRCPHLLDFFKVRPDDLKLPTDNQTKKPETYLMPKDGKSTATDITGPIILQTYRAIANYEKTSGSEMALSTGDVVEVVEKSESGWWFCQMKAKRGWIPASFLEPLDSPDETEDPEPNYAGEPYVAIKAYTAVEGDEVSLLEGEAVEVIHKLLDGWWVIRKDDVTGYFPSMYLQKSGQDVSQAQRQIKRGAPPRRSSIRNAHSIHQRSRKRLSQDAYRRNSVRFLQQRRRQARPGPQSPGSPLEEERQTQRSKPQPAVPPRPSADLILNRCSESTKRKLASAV
* marks the source's active call; other numbers are inactive results; · = no result given; & = joins results of further samples; [ ] = dose if it differs, or a comment.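 Rule for the calls, unless noted: active = inhibition above about 30% (limit read from the data); inactive = the rest.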

SMILES	eIF4E 4G PPI	Thrombin inh	14-3-3 Bad PPI	Rad51 HR inh	EBV gp42 block	KCC2 mod	KLK5 inh	Furin inhibitor	NCF1 inh
O=C(C1CCC(=O)N1Cc1ccccc1Cl)N1CCC2(CC1)OCCO2 (configuration not stated)	·	2.2	·	-0.1	-7.4	-5.15	-0.1	-19.5[20 µM]	7.0
CN1CCN(C(=O)COc2ccc(C(C)(C)C)cc2Br)CC1	-4.5	-4.9	-3.2	-1.4	-11.3	·	3.2	-15.8[20 µM]	-8.0
O=C(NC1CCCCC1)Oc1cc2oc(=O)sc2cc1Cl	-1.0	-6.2	-4.9	-19.0	7.3	1.5	-5.3	-0.7	-5.9
C[N+]12CCC(CC1)C(C(O)(c1cccc(Cl)c1)c1cccc(Cl)c1)C2 (configuration not stated)	7.0	-4.0	7.2	18.1	-42.8	0.415	-0.7	-18.2	-12.9
CNC(=S)N(C)CCc1cc2c(c(OC)c1C=C1C(=O)NC(=O)NC1=O)OCO2	0.1	-2.9	-7.4	-7.6	-10.7	0.0398	5.5	-13.1	-8.6
Cc1sc2c(c1C)C(c1ccc(C(C)(C)C)cc1)=NCC(=O)N2CC(=O)Nc1nccs1	8.5	-0.4	11.4[fluorescence artefact?]	-4.4	-5.5	-1	-12.5	-21.3[20 µM]	-26.8
Nc1ccccc1C(=O)OC1CSC1	11.9	4.8	20.6[fluorescence artefact?]	6.6	-6.7	0.342	-13.1	-13.9[20 µM]	-10.2
CCCN(CC#CCO)CCC	1.9[fluorescence artefact?]	-2.2	5.7[fluorescence artefact?]	-1.5	-12.2	-0.0171	-26.2	-7.6[20 µM]	-5.5
NCCc1nc2ccccc2s1	-2.4	-19.7	-10.1	5.7	-7.8	0.0169	-5.1	-18.9	5.6
CCOc1ccc(N=Cc2c(O)n(C(C)(C)C)c(=O)[nH]c2=O)cc1	2.2[fluorescence artefact?]	0.1	-3.9	-8.6	-16.0	-1.12	-54.3	-23.0[20 µM]	-2.1
[N-]=[N+]=CC(=O)OC[C@H](N)C(=O)O	-2.9	-1.6	3.5	0.1	-11.7	0.102	-15.7	-16.5	-8.6
CC(=O)C1=C(C)OC(N)=C(C(=O)OC(C)C)C12C(=O)Nc1ccccc12 (configuration not stated)	1.4	1.2	2.6	-1.5	3.7	2.02	9.8	-9.7[20 µM]	-3.6
COC(=O)OCC12CCC(O1)C1(C)C(=O)OCC21 (configuration not stated)	4.2	-2.0	-3.2	4.1	-9.0	0.0815	0.6	-32.1	0.5
CCC(C(=O)N1CCC2(CC1)OCCO2)c1ccccc1 (configuration not stated)	-6.2	-4.7	9.8	2.8	-7.7	-0.0119	-25.8	-19.1[20 µM]	-2.4
COc1cccc(CNCCc2c[nH]c3ccccc23)c1OC	1.7	-1.7	-0.3	·	-14.5	-0.137	·	-23.2	-16.1
O=C(CSC1c2ccccc2-c2ccccc21)N/N=C/c1ccccc1	-2.5	-0.5	-0.7	-5.0	0.4	2.57*	-3.3	-6.1[20 µM]	-10.7
CC(C(=O)c1c[nH]c2ccccc12)N1CCSCC1 (configuration not stated)	0.8	-1.4	-2.2	0.7	-25.1	0.497	-0.3	-27.5[20 µM]	5.0
CCC(=O)N1N=C2C3CCN(CC3)C2C1c1ccc(C)cc1 (configuration not stated)	-0.5[fluorescence artefact?]	-3.1	4.2	3.1	-2.2	1.15	-2.5	-4.5	-3.5
CCOc1ccc(-n2c(-c3ccoc3)nc3ccccc3c2=O)cc1	5.1	4.7	0.8	·	-0.8	-1.56	-30.7	-3.3[20 µM]	-6.1
O=C1N(CN2CCOCC2)c2ccccc2C1(O)c1c[nH]c2ccccc12 (configuration not stated)	-15.4	2.2	8.2	0.3	-14.4	·	-1.3	-19.4	2.4

Compound profiles, from the list above.
Cc1sc2c(c1C)C(c1ccc(C(C)(C)C)cc1)=NCC(=O)N2CC(=O)Nc1nccs1 in the list: eIF4E 4G PPI = 8.5; Thrombin inh = -0.4; 14-3-3 Bad PPI = 11.4[fluorescence artefact?]; Rad51 HR inh = -4.4; EBV gp42 block = -5.5; KCC2 mod = -1; KLK5 inh = -12.5; Furin inhibitor = -21.3[20 µM]; NCF1 inh = -26.8
COC(=O)OCC12CCC(O1)C1(C)C(=O)OCC21 (configuration not stated) in the list: eIF4E 4G PPI = 4.2; Thrombin inh = -2.0; 14-3-3 Bad PPI = -3.2; Rad51 HR inh = 4.1; EBV gp42 block = -9.0; KCC2 mod = 0.0815; KLK5 inh = 0.6; Furin inhibitor = -32.1; NCF1 inh = 0.5

Following part:
SMILES	eIF4E 4G PPI	Thrombin inh	14-3-3 Bad PPI	Rad51 HR inh	EBV gp42 block	KCC2 mod	KLK5 inh	Furin inhibitor	NCF1 inh
Cc1ccc2c(c1)C1CN(C)CCC1N2C(=O)Cn1nnc(-c2ccccc2F)n1 (configuration not stated)	-1.1	1.8	-0.4[fluorescence artefact?]	0.4	-4.4	0.158	-6.1	-24.9	-13.8
CCOP(=O)(Cc1cc(C(C)=O)c(C)o1)OCC	1.7	1.9	-0.1	0.6	-4.7	0.049	0.9	-15.1	1.3
Cn1nc(-c2ccc(OCC(=O)N3CCN(Cc4ccccc4)CC3)cc2)c2ccccc2c1=O	-1.8&0.8	-11.8&3.5	21.5&47.4[fluorescence artefact?]	-26.4	1.0&-23.2	-1.82	-20.9&-17.7	-16.1[20 µM]	-0.1&1.1
CCN1CCN(c2ccc([N+](=O)[O-])cc2C=C2C(=O)NC(=O)NC2=O)CC1	1.3[fluorescence artefact?]	-4.2	-11.2[fluorescence artefact?]	-1.9	-23.3	0.0318	-23.0	-8.5	-2.9
COc1ccc2[nH]c(C)c(CCN3CCC(=O)C(C)C3C)c2c1 (configuration not stated)	-1.7	-7.7	6.1	0.9	-18.4	·	-3.6	-21.8	-12.9
O=C(c1n[nH]c(=O)c2ccccc12)N1CCC2(CC1)OCCO2	2.4	-1.8	23.3	·	0.6	1.49	·	-18.1	-2.3
Cc1nc2ncnn2c(C)c1CCC(=O)N1CCC2(CC1)OCCO2	-1.4[fluorescence artefact?]	4.5	10.9	-6.0	-13.3	1.13	-4.3	-30.8	1.0
N#CCCn1cc(C(=O)Nc2ccccc2Cl)c(-c2ccc([N+](=O)[O-])cc2)n1	-55.4	17.0	23.4	7.7	9.3	-0.561	27.7	-1.5	9.2
COc1ccc(OC)c(-n2c(O)c(/C=C3\C(C)=Nc4ccccc43)c(=O)[nH]c2=O)c1	-1.6	-1.3	-7.1	-36.7	-27.3	-0.854	3.6	13.4	-50.0
CCOP(=O)(Cc1cc(C(=O)CC)c(C)o1)OCC	-1.7	-3.6	6.8	-8.0	-13.8	-0.367	-1.6	-14.6	-10.2
CN1C[C@H](CNC(=O)OCc2ccccc2)C[C@@H]2c3cccc4c3c(cn4C)C[C@H]21	4.2	·	1.0	-23.8	20.5	-0.468	-14.0	-6.1	1.7
CC(c1ccc(F)cc1)n1cc(C(=O)NCc2ccc3c(c2)OCO3)nn1 (configuration not stated)	-2.3[fluorescence artefact?]	-0.7	5.3[fluorescence artefact?]	8.0	-7.7	·	-8.2	-12.7	-14.3
C=CCn1c(O)c(C(CC)=NCc2ccco2)c(=O)[nH]c1=O	6.2	-6.4	-0.5	·	-14.1	-0.785	2.5	-28.8	-8.5
COc1ccc(S(=O)(=O)NCc2ccc(C(=O)N3CCC4(CC3)OCCO4)cc2)cc1	-0.7	4.3	20.2	-5.6	-11.6	-0.199	-21.9	-11.6	-2.5
CCN(CC)c1ccc(N=Cc2c(O)n(-c3ccc(OC)cc3)c(=O)[nH]c2=O)cc1	-8.9	-6.1	4.0	-19.6	101.6*	-0.403	0.4	-17.5[20 µM]	-49.2
N=c1n(CCO)c2ccccc2n1Cc1ccccc1	-5.1	67.3*	-1.1	·	-5.6	1.02	30.4	-16.4	-8.2
Clc1ccc2c(c1)C(c1ccccc1Cl)=NCc1nnc(N3CCN(CCSc4ccccc4)CC3)n1-2	·	3.3	·	·	-8.0	·	1.2	-9.1[20 µM]	2.4
O=C(CN1CC=C(c2ccccc2)CC1)Nc1cc(Cl)ccc1Cl	12.9[fluorescence artefact?]	-6.0	-12.1	3.7	-14.5	-0.464	-13.7	-8.5	-18.6
Cc1ccc(-n2c(O)c(C=NCc3ccco3)c(=O)[nH]c2=S)cc1C	1.2	2.1	9.8	-11.8	-17.2	0.841	-5.0	-14.1	-35.0
CN(C)P1(N(C)C)=NC(C(F)(F)F)=NC(C(F)(F)F)=N1	-3.0	-5.2	-9.8	-0.2	2.8	0.419	-4.1	-19.3	-62.2
N[C@@H](Cc1c[nH]c2ccccc12)c1nnc(SCc2ccc(F)cc2)o1	1.9	-0.1	22.8	-1.4	-7.5	-1.37	10.9	-25.9	-14.0
N#CC1=C(N)Oc2c(c(=O)sc3ccccc23)C1c1cccnc1 (configuration not stated)	-0.9	-6.2	-1.5	-2.8	-8.4	-1.72	-1.8	-29.7	-7.1
COc1ccc(-n2c(O)c(C(C)=NCCN3CCNCC3)c(=O)[nH]c2=O)cc1	3.5	-0.8	5.6	-6.5	-12.4	-0.414	8.3	-2.4	2.9
CCN1C(=O)c2ccccc2Sc2ccc(C(=O)N3CCC4(CC3)OCCO4)cc21	2.1[fluorescence artefact?]	1.1	4.6	·	4.4	·	-3.5	-17.6	-6.2
CCN1CCN(c2ccc(N)c(C)c2)CC1	3.5	-7.8	-3.3	-3.0	6.8	0.581	-3.4	-36.4	-7.0
CN1CCN(Cc2nc3ccccc3n2C)CC1	5.0[fluorescence artefact?]	2.8	8.1[fluorescence artefact?]	3.3	-17.7	6.86*	-15.9	-35.1	-14.4
Cc1ccc2c(c1)CCCN2N=O	-0.2	-6.3	-11.8	-3.0	-15.2	0.516	-9.0	-9.2	-17.8
CSc1ccccc1C(=O)C1CCCN(Cc2cccc(C)n2)C1 (configuration not stated)	-0.1	-11.1	-2.8	4.4	3.7	-2.86	-1.5	-8.9	-2.5
O=c1[nH]c(=S)n(C2CC2)c(O)c1C=NCCN1CCOCC1	4.7	-0.7	1.2	2.6	-10.7	1.55	-10.1	9.9	-12.7
O=C(NC(Oc1ccccc1)C(Cl)(Cl)Cl)c1ccccc1 (configuration not stated)	-6.2	1.5	29.1	-7.7	2.0	·	-1.8	-20.4	-7.6
Cc1ccccc1N1C(=O)CC(=O)N(c2ccccc2C)C1=O	-1.2	-3.6	8.5[fluorescence artefact?]	·	-3.0	1.28	-9.7	-9.4	-6.0
c1ccc(-c2ccc(-c3n(-c4ccccn4)c4ccccc4[n+]3-c3ccccn3)cc2)cc1	-7.5	-10.1	12.0	9.4	-1.0	0.0131	-3.1	-35.3	34.2*
Cc1c(N=Nc2c(O)n(Cc3ccccc3)c(=O)[nH]c2=O)c(=O)n(-c2ccccc2)n1C	-3.3	-1.9	-8.6	-2.5	-42.9	0.0312	-87.2	20.0	-29.9

This is a subset; count on the stated rates, not on these rows.
